KDM4C inh = blocks human GASC-1 (KDM4C) demethylase activity. Q9H3R0. GST-KDM4C 2-372, H3K9me3 peptide, LANCE TR-FRET. inhibition, % at 12.5 µM. 96,000 compounds, 0.15% hits. AID 720574;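 active = mean replicate inhibition above about 25%, with at least 55% of replicates also reaching it, limit read from the data, passing the limit was not always enough; inconclusive = only one of those two conditions met; inactive = neither condition met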
Target sequence (Q9H3R0 2-372 limits assumed): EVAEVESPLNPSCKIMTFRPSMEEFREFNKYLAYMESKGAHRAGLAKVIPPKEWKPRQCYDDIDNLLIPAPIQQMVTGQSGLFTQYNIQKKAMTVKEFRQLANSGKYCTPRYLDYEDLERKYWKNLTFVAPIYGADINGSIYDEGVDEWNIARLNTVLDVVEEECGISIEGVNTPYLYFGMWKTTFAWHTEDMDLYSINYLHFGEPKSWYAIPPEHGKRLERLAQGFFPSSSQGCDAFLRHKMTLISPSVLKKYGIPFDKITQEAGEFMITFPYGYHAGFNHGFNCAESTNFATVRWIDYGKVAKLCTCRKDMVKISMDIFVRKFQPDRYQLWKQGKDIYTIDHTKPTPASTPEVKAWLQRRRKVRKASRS
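material = GST-tagged GASC-1 (JMJD2C) catalytic fragment, aa 2-372 | amount = enzyme final amount 10 nM | medium = HEPES buffer, pH 7.5, plus ascorbate | also added = H3K9me3 peptide substrate, Fe(II), 2-oxoglutarate | dosing = single dose | times = 30 min demethylation and 1 h detection at room temperature | detection = LANCE TR-FRET | read-out basis = Fall in 671/618 emission ratio as inhibition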
Pf Dd2 growth = P. falciparum Dd2 growth inhibition. SYBR Green, 72 h; stronger effect = lower value. activity change, % at 10 µM. 94,000 compounds, 2.3% hits; in the data active = activity change below about -80%; inconclusive = no clear call, values can overlap the other calls
Tcruzi prolif = inhibitors of T. cruzi proliferation; T. cruzi beta-gal in NIH3T3, GalScreen luminescence, 90 h; inhibition, % at 8.34 µM; 77,000 compounds, 5.9% hits; AID 624255;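 active = mean inhibition above about 93%, with at least 55% of replicates each passing it, limit read from the data, passing the limit was not always enough; inconclusive = only one of those two conditions holds; inactive = neither condition holds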
C diff growth = blocks growth of Clostridium difficile; Clostridium difficile clinical isolate growth, OD600, 24 h; stronger effect = lower value; growth activity, negative = inhibition, % at 16 µg/mL (by protocol); 86,000 compounds, 0.25% hits; AID 1259249;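 active = mean growth activity at or below -80% and every replicate also at or below -80%; inconclusive = mean at or below -80% but some replicate above -80%; inactive = mean growth activity above -80%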;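 note: 0% = DMSO wells and -100% = levofloxacin 16 µg/mL wells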
The depositor's hits bear a star; ? = inconclusive; / = no result given; & = joins results of further samples.

SMILES	KDM4C inh	Pf Dd2 growth	Tcruzi prolif	C diff growth
COc1ccc(NC(=O)N(C)C[C@@H]2OCCCC[C@H](C)Oc3ccc(NC(=O)Nc4c(C)noc4C)cc3C(=O)N([C@@H](C)CO)C[C@H]2C)cc1	-0.4	16	-5	5
CN(C)C(=O)c1cccc(-c2cccc(-c3nc(C(=O)N4CCOCC4)cc4c3[C@@H](CCO)N([S@](=O)C(C)(C)C)C4)c2)c1	-1.0	-1	12	/
COc1ccc(S(=O)(=O)Nc2ccc3c(c2)C(=O)N([C@@H](C)CO)C[C@@H](C)[C@@H](CN(C)S(=O)(=O)c2ccccc2)OCCCC[C@@H](C)O3)cc1	-0.4	-60	/	-6
CCCNC(=O)N1C[C@H]2[C@@H](c3ccccc31)[C@@H](CO)N2Cc1cc(F)ccc1F	-1.1	20	73	-3
Cc1ccccc1-c1cnc2c(c1)C(=O)N([C@H](C)CO)C[C@H](C)[C@H](CN(C)Cc1cncnc1)O2	-2.3	32	/	-6
N#Cc1cccc(-c2ccc([C@@H]3[C@@H](CO)N4CCCCN(C(=O)Nc5ccc(F)cc5)C[C@@H]34)cc2)c1	-0.4	4	109*	39
C[C@H](CO)N1C[C@H](C)[C@@H](CN(C)Cc2ccc3c(c2)OCO3)OCCCC[C@H](C)Oc2ccc(NC(=O)Nc3ccc(F)cc3)cc2C1=O	0.9	16	103*	0
CCCC(=O)N1CCC2(CC1)CN(C(=O)C1CCC1)[C@@H](CO)c1[nH]c3cc(OC)ccc3c12	-0.1	-27	/	-4
O=C(C[C@@H]1CC[C@@H]2[C@H](COC[C@@H](O)CN2S(=O)(=O)c2cccc(F)c2)O1)Nc1ccc(-c2ccccc2)cc1	-0.6	-17	95	12
CN1CCN(C(=O)C[C@@H]2C[C@@H]3c4cc(NC(=O)c5ccc6c(c5)OCO6)ccc4O[C@@H]3[C@H](CO)O2)CC1	4.6	28	8	/
COCC#Cc1cnc2c(c1)C(=O)N([C@H](C)CO)C[C@@H](C)[C@H](CN(C)S(=O)(=O)c1cn(C)cn1)O2	-1.1	40	-27	-7
C[C@@H]1CN([C@H](C)CO)C(=O)Cc2cc(NC(=O)Cc3cn(C)c4ccccc34)ccc2O[C@H]1CN(C)Cc1ccc2c(c1)OCO2	-0.9	-11	72	-5
CO[C@H]1CC[C@@H]2CCOc3ccc(C#N)cc3C(=O)N(C)C[C@@H](c3ccccc3)CC(=O)N(C)C[C@H]1O2	0.0	/	-5	/
CNC[C@H]1Oc2c(NS(=O)(=O)c3cn(C)cn3)cccc2C(=O)N([C@H](C)CO)C[C@H]1C	-0.8	13	-25	-3
CN(C)C(=O)C[C@H]1C=C[C@H](NC(=O)C2CCOCC2)[C@@H](CO)O1	1.3	7	/	-1
COc1cccc(C(=O)N2C[C@H]3[C@@H](c4ccccc42)[C@@H](CO)N3C(C)=O)c1	0.2	4	53	-2
C[C@@H]1CN([C@@H](C)CO)C(=O)c2cc(NS(=O)(=O)c3ccc(Cl)cc3)ccc2O[C@@H](C)CCCCO[C@H]1CN(C)C(=O)c1ccccc1	0.0	31	6	-5
O=C(C[C@@H]1C=C[C@@H](NC(=O)Nc2ccc(C(F)(F)F)cc2)[C@@H](CO)O1)NCCN1CCCC1	-0.9	-50	9	0
C[C@H](O)C#Cc1cnc2c(c1)C(=O)N([C@@H](C)CO)C[C@@H](C)[C@H](CN(C)C(=O)Nc1ccc(F)cc1)O2	/	30	6	0
O=C(c1ccccc1)N1CC[C@@H]2[C@H]1c1cc(C#Cc3ccccc3F)ccc1N[C@@H]2CO	-3.7	-15	104*	72
C[C@@H]1CCCCO[C@H](CN(C)Cc2ccc(C(F)(F)F)cc2)[C@H](C)CN([C@H](C)CO)C(=O)c2cc(NC(=O)c3ccncc3)ccc2O1	-0.7	-30	109*	-4
COc1ccc(CN(C)C[C@@H]2Oc3ccc(NS(C)(=O)=O)cc3C(=O)N([C@H](C)CO)C[C@H]2C)cc1	-0.4	2	/	4
CCN1[C@@H]2c3ccc(-c4ccncc4)c(=O)n3C[C@H]1[C@H](CO)[C@H]2C(=O)NCc1ccccc1	0.9	-1	22	-1
CO[C@@H]1CN(C)C(=O)c2cc(NC(=O)Nc3ccccc3F)ccc2OC[C@H](C)N(CCC(F)(F)F)C[C@H]1C	-0.1	-18	25	/

A portion from further up:
SMILES	KDM4C inh	Pf Dd2 growth	Tcruzi prolif	C diff growth
CO[C@H]1CC[C@@H]2CCOc3ccc(C#N)cc3C(=O)N(C)C[C@@H](c3ccccc3)CC(=O)N(C)C[C@H]1O2	0.0	/	-5	/
CNC[C@H]1Oc2c(NS(=O)(=O)c3cn(C)cn3)cccc2C(=O)N([C@H](C)CO)C[C@H]1C	-0.8	13	-25	-3
CN(C)C(=O)C[C@H]1C=C[C@H](NC(=O)C2CCOCC2)[C@@H](CO)O1	1.3	7	/	-1
COc1cccc(C(=O)N2C[C@H]3[C@@H](c4ccccc42)[C@@H](CO)N3C(C)=O)c1	0.2	4	53	-2
C[C@@H]1CN([C@@H](C)CO)C(=O)c2cc(NS(=O)(=O)c3ccc(Cl)cc3)ccc2O[C@@H](C)CCCCO[C@H]1CN(C)C(=O)c1ccccc1	0.0	31	6	-5

Additional structures:
SMILES	KDM4C inh	Pf Dd2 growth	Tcruzi prolif	C diff growth
C[C@H]1CN([C@@H](C)CO)C(=O)c2cc(NC(=O)C3CCCCC3)ccc2O[C@@H]1CN(C)C(=O)Nc1ccccc1	0.1	10	-27	7
CO[C@H]1CN(C)C(=O)c2cc(NC(=O)CC(F)(F)F)ccc2OC[C@H](C)N(C(C)=O)C[C@H]1C	0.6	15	/	-7
COc1ccc(S(=O)(=O)Nc2ccc3c(c2)C(=O)N([C@@H](C)CO)C[C@H](C)[C@H](CN(C)C(=O)Nc2ccc(C(F)(F)F)cc2)OCCCC[C@H](C)O3)cc1	-0.1	-56	71	11
O=C(C[C@H]1CC[C@@H](NC(=O)CC2CC2)[C@@H](CO)O1)NCc1ccc(-c2ccccc2)cc1	-0.3	0	-3	-8
O=C(Cc1cccnc1)N[C@@H]1CC[C@H](CCn2cc(Cc3ccccc3)nn2)O[C@H]1CO	0.3	23	32	-6
CCS(=O)(=O)N1CC(=O)N2[C@H](CO)[C@@H](c3ccc(-c4ccccc4F)cc3)[C@@H]2C1	0.6	-79	/	-10
CCCC#Cc1cnc2c(c1)C(=O)N([C@@H](C)CO)C[C@@H](C)[C@H](CN(C)Cc1ccccc1F)O2	0.5	-16	35	/
O=C([C@H]1[C@H](CO)[C@H]2Cn3c(cccc3=O)[C@@H]1N2)N1CCc2ccccc2C1	0.6	/	23	7
C/C=C/c1ccc2c(c1)O[C@H](CN(C)C(=O)Nc1ccccc1)[C@H](C)CN([C@H](C)CO)S2(=O)=O	-0.3	6	68	9
CC(=O)N(C)C[C@H]1Oc2cc(-c3ccccc3)ccc2S(=O)(=O)N([C@H](C)CO)C[C@H]1C	4.3	28	14	/
C[C@H](CO)N1C[C@H](C)[C@H](CN(C)Cc2ccc(C(=O)Nc3ccccc3N)cc2)Oc2ccc(NC(=O)Nc3cccc4ccccc34)cc2CC1=O	1.8	-44	72	-9
CN(C)C(=O)c1ccc(-c2ccc3c(c2)[C@H]2[C@H](CCN2C(=O)c2ccccc2)[C@H](CO)N3)cc1	-0.2	-21	34	26
C[C@H]1CCCCO[C@@H](CN(C)C(=O)C2CCCCC2)[C@@H](C)CN([C@@H](C)CO)C(=O)c2cc(NC(=O)CCC(F)(F)F)ccc2O1	17	-82*	-7	-4
COc1cccc(-c2cnc3c(c2)C(=O)N([C@H](C)CO)C[C@@H](C)[C@H](CN(C)Cc2ccncc2)O3)c1	0.4	-3	22	-1
CCCNC(=O)N1[C@@H](CO)[C@H](c2ccc(C3=CCCC3)cc2)[C@@H]1CNC(C)=O	2.3	18	-11	-4
C[C@@H]1CN([C@@H](C)CO)C(=O)c2cccc(NC(=O)NC3CCCCC3)c2O[C@@H]1CN(C)Cc1ccc(Oc2ccccc2)cc1	-0.4	-65	74	17
Cc1ccccc1S(=O)(=O)NCC[C@@H]1CC[C@H](NC(=O)C2CCOCC2)[C@@H](CO)O1	0.1	-10	-23	/
Cc1ccc(S(=O)(=O)Nc2ccc3c(c2)CC(=O)N([C@@H](C)CO)C[C@@H](C)[C@H](CN(C)Cc2ccc4c(c2)OCO4)O3)cc1	4.3	-13	99*	-19
O=C(c1ccccn1)N1C[C@@H]2[C@H](c3ccccc31)[C@H](CO)N2C(=O)C1CCOCC1	0.9	10	-28	-5
O=C(C1CCC1)N1C[C@@H]2[C@H](c3ccccc31)[C@@H](CO)N2C(=O)Cc1ccccn1	0.2	5	45	-10
C[C@@H]1CCCCO[C@@H](CN(C)C(=O)CCC(F)(F)F)[C@H](C)CN([C@H](C)CO)C(=O)c2cc(NS(=O)(=O)c3ccc(F)cc3)ccc2O1	-0.6	-22	/	-2
O=C(C[C@H]1CC[C@@H](NC(=O)c2cccc(F)c2)[C@H](CO)O1)Nc1nccs1	-0.2	10	9	/
CCS(=O)(=O)N1CC(=O)N2[C@H](CO)[C@@H](c3ccc(-c4cccc(F)c4)cc3)[C@@H]2C1	-0.6	-49	/	12
C/C=C/c1ccc2c(c1)O[C@H](CN(C)Cc1ccc(C(=O)O)cc1)[C@@H](C)CN([C@@H](C)CO)S2(=O)=O	0.3	-17	/	3
CCNC(=O)C[C@H]1CC[C@H]2[C@H](COc3ccc(NC(=O)c4ccccc4)cc3C(=O)N2C)O1	-2.7	-13	-50	3
CC(C)NC(=O)N(C)C[C@@H]1Oc2ncc(C#Cc3ccncc3)cc2C(=O)N([C@@H](C)CO)C[C@H]1C	-0.6	-1	-14	2
Cc1ccc(S(=O)(=O)N(C)C[C@H]2OCCCC[C@@H](C)Oc3ccc(NC(=O)c4ccccc4)cc3C(=O)N([C@@H](C)CO)C[C@@H]2C)cc1	-2.0	?	46	/
C[C@H](CO)N1C[C@H](C)[C@@H](CN(C)S(=O)(=O)c2ccccc2)Oc2ccc(NS(=O)(=O)c3ccc(F)cc3)cc2C1=O	2.0	8	/	-14
COc1ccc(S(=O)(=O)N2CC[C@@H]3[C@@H](CO)Nc4ccc(Br)cc4[C@@H]32)cc1	-1.9	22	76	4
COCC#Cc1ccc2c(c1)O[C@H](CN(C)C)[C@H](C)CN([C@H](C)CO)S2(=O)=O	-1.1	15	-46	0
C[C@H]1CN([C@@H](C)CO)C(=O)Cc2cc(NC(=O)C3CCCCC3)ccc2O[C@@H]1CN(C)Cc1ccc(-c2ccccc2)cc1	-1.1	-25	99*	35
Cc1noc(C)c1NC(=O)Nc1ccc2c(c1)C(=O)N([C@H](C)CO)C[C@H](C)[C@@H](CN(C)CC1CC1)OCCCC[C@H](C)O2	0.2	42	62	0
COc1cccc(S(=O)(=O)N2C[C@@H](O)COC[C@@H]3O[C@H](CC(=O)NCCCN4CCOCC4)CC[C@H]32)c1	0.8	/	-41	-10&-11
COc1ccccc1CNC(=O)C[C@@H]1C[C@H]2c3cc(NS(=O)(=O)c4ccc(F)cc4)ccc3O[C@H]2[C@H](CO)O1	0.5	11	-22	3
C[C@@H]1CCCCO[C@@H](CN(C)C(=O)Cc2ccccc2)[C@H](C)CN([C@@H](C)CO)C(=O)c2cc(NC(=O)Nc3ccc(F)cc3)ccc2O1	0.4	1	11	0
Cc1ccc(S(=O)(=O)Nc2ccc3c(c2)CC(=O)N([C@H](C)CO)C[C@@H](C)[C@@H](CN(C)C(=O)NC2CCCCC2)O3)cc1	0.0	-45	11	-6
Cc1ccc(NC(=O)Nc2ccc3c(c2)C(=O)N(C)[C@@H]2CC[C@@H](CC(=O)NCC(F)(F)F)O[C@@H]2CO3)cc1	4.1	/	7	0
O=C(Nc1ccccc1F)N[C@@H]1CC[C@@H](CCNC(=O)C2CCC2)O[C@H]1CO	0.0	9	/	0
O=C(Nc1ccc(F)cc1)N1C[C@@H]2[C@H](c3ccccc31)[C@@H](CO)N2C(=O)c1ccccn1	4.6	1	20	2
C[C@H]1CN([C@@H](C)CO)S(=O)(=O)c2ccc(/C=C/c3ccccc3)cc2O[C@@H]1CN(C)C(=O)Nc1cc(F)ccc1F	0.4	43	/	1
CCC(=O)N1C[C@H](C)[C@H](OC)CN(C)C(=O)c2ccc(NC(=O)c3cc(C)on3)cc2OC[C@@H]1C	0.9	-9	-24	2
CO[C@@H]1CN(C)C(=O)c2cc(NC(=O)c3ccc4c(c3)OCO4)ccc2OC[C@H](C)NC[C@H]1C	1.1	12	-11	-1
COc1ccc(C#Cc2ccc([C@H]3[C@H](CO)N4C(=O)CN(C(=O)c5ccccc5)C[C@@H]34)cc2)cc1	-2.7	-52	/	1
C[C@H](CO)N1C[C@H](C)[C@H](CN(C)CC2CC2)OCCCC[C@H](C)Oc2ccc(NC(=O)C3CCCCC3)cc2C1=O	0.6	-73	/	11

Assay outcomes: PubChem, Broad Institute

The order is random. About 7.2% of those tested had a hit in this group.
